RGS4 inhibitor: Inhibitors of Regulator of G Protein Signaling (RGS) 4: qHTS | Potency, µM (doses to about 114 µM), for the others: at the top dose activity change, negative = inhibition, actives largely listed as inhibitors | Transcreener GDP fluorescence polarization, RGS4-accelerated GTP hydrolysis | AID 504845, 2011 | 0.039% of 390,000 active; further: potency means the concentration at half of the fitted maximal effect; on the % scale 0 is the no-effect control and ±100 the full control effect; nearly all actives have a fitted effect of over 75% in size; some results filed as inactive show a strong effect at the top dose
Target sequence (P49798 whole entry, looked up): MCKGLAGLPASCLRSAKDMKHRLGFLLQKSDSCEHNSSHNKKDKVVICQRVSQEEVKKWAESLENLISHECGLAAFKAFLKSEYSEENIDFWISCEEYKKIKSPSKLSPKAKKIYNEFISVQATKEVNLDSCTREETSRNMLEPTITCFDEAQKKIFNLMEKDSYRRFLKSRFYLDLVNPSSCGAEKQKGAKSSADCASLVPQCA
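MLSMR compounds (23 nl, pin-transferred) preincubated 10 min at room temperature with a 500nM (2x) first reagent, then RGS4 at 900nM (2x) plus Transcreener GDP mix added; fluorescence polarization (620/688 nm) read before and after 90 min at 30 °C.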
USP1 inh: Inhibitors of USP1/UAF1: Primary Screen; Ubiquitin carboxyl-terminal hydrolase 1 (Homo sapiens), O94782; recombinant USP1/UAF1, Ub-Rhodamine cleavage fluorescence; Potency, µM (series often up to 57.1 µM), for the others: at the highest dose activity change, negative = inhibition, hits mostly inhibitors; AID 743255, 2014; 0.23% of 390,000 active; further: potency means the concentration at half of the fitted maximal effect; on the % scale 0 is the no-effect control and ±100 the full control effect; nearly all actives have a fitted effect of over 60% in size; inactives centre near -12
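Step one: compound is pinned into 1nM USP1/UAF1 in HEPES pH 7.8 buffer with TCEP. Step two: 15 min room-temperature incubation. Step three: Ub-Rho (150nM final) starts cleavage, tracked by fluorescence over six one-minute reads.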
TrxR1 substrate: qHTS Assay for Substrates of Mammalian Selenoprotein Thioredoxin Reductase 1 (TrxR1): qHTS. Thioredoxin reductase 1, cytoplasmic (Rattus norvegicus), O89049. purified TrxR1 substrate turnover, NADPH consumption readout. Potency, µM (top dose mostly 114 µM), for the others: at the top dose activity change, negative = substrate turnover. 0.01% of 390,000 active. AID 588456, 2011; further: potency means the concentration at half of the fitted maximal effect; on the % scale 0 is the no-effect control and ±100 the full control effect; nearly all actives have a fitted effect of over 50% in size
Target sequence (O89049 whole entry, looked up): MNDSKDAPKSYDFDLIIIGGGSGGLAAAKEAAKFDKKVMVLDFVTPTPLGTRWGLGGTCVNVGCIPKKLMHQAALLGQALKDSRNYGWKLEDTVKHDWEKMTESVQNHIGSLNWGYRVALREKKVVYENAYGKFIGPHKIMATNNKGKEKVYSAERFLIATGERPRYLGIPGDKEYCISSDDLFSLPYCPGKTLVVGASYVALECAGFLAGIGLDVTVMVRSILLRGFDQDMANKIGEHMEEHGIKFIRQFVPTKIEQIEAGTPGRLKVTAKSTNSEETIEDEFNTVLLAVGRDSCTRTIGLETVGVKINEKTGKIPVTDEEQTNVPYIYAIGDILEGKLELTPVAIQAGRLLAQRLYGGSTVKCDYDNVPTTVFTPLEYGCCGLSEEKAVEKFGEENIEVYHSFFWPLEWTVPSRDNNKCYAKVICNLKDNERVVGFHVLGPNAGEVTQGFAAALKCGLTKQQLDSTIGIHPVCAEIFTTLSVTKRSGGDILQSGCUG
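Rat TrxR1, dispensed at 90 nM, was prereduced with 400 uM NADPH (final) for 5 min at ~22 deg C, then incubated with compound 15 min before 400 uM selenite. A first-read NADPH fluorescence drop versus no-compound background flagged substrates.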
LDHA inh: qHTS assay for inhibitors of human lactate dehydrogenase; L-lactate dehydrogenase A chain (Homo sapiens), P00338; purified LDHA, NADH/diaphorase-resazurin fluorescence; hits give low values; activity change, % (values are at about 110 or 230 µM); 0.15% of 480,000 active; AID 1347041, 2019; in the data active means activity change below about -30%; inconclusive means mostly about -25% to -30%;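 further: plate controls were DMSO wells for no effect and wells without enzyme for full effect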
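LDH5 2 nM; NADH 0.06 mM, pyruvate 0.2 mM; 200 mM Tris pH 7.4, EDTA, Tween-20; 5 min RT. Detection: diaphorase 0.133 mg/mL + resazurin 37 µM, fluorescence ex540/em590 at 0 and 20 min; normalized to enzyme-free and DMSO wells.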
Vif-APOBEC3G blk: qHTS for Inhibitors of Vif-A3G Interactions: qHTS | DNA dC->dU-editing enzyme APOBEC-3G (Homo sapiens), Q9HC16 | HeLa A3G-eYFP + Vif (tagged APOBEC3G with the HIV-1 protein that degrades it), YFP fluorescence, overnight | Potency, µM (series often up to 46.1 µM), without a hit: top-dose activity, negative = active, hits mostly inhibitors | 0.076% of 410,000 active | AID 602310, 2012;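 further: potency means the concentration at half of the fitted maximal effect; on the % scale 0 is the no-effect control and ±100 the full control effect; nearly all actives have a fitted effect of over 60% in size; hits raise eYFP signal because A3G escapes Vif-driven loss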
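Read-out is eYFP fluorescence (Ex 488/Em 500-530) from Vif-expressing HeLa A3G-eYFP cells; more signal means A3G escaped Vif-mediated degradation. Cells plated overnight, compound pinned in, incubated overnight at 37 deg C.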
IDH1 R132H inh: qHTS for Inhibitors of mutant isocitrate dehydrogenase 1 (IDH1): qHTS. IDH1-R132H enzyme, NADPH consumption, diaphorase/resazurin fluorescence. Potency, µM (highest dose often 76.6 µM), inactives show top-dose activity change, negative = inhibition, hits mostly inhibitors. 0.093% of 390,000 active. Isocitrate dehydrogenase [NADP] cytoplasmic (Homo sapiens), O75874; further: potency means the concentration at half of the fitted maximal effect; on the % scale 0 is the no-effect control and ±100 the full control effect; nearly all actives have a fitted effect of over 65% in size
Target sequence (O75874 whole entry R132H, stated change not applied): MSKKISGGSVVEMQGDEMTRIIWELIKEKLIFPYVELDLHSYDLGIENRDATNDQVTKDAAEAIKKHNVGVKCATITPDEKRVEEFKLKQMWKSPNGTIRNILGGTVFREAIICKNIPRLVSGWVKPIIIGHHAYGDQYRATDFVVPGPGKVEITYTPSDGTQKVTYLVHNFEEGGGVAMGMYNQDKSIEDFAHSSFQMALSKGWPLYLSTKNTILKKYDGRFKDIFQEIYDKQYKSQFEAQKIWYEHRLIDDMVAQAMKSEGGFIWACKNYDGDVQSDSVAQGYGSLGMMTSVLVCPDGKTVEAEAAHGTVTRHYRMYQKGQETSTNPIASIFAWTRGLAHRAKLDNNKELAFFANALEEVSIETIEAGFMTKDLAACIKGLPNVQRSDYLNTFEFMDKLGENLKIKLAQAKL
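IDH1-R132H (0.5 ug/mL) preincubated 30 min with compound, then NADPH (0.016 mM) and alpha-KG (2 mM) added; 80 min at RT, pH 7.5. Remaining NADPH coupled via diaphorase/resazurin to fluorescence (540/590 nm); concentration-response curves normalized to no-enzyme control.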
Vif-A3F inh: qHTS for Inhibitors of Vif-A3F Interactions: qHTS. 0.2% of 390,000 active. HeLa A3F-eYFP + Vif (tagged APOBEC3F with the HIV-1 protein that degrades it), YFP fluorescence increase. Potency, µM (titrated, usually from 46.1 µM), for the others: top-dose activity, negative = active. AID 602313, 2012; further: potency means the concentration at half of the fitted maximal effect; % of control where 0% means no effect; nearly all actives have a fitted effect of over 65% in size
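HeLa cells stably expressing Vif plus C-terminally eYFP-tagged A3F were seeded, incubated overnight at 37 deg C, dosed with compound, incubated overnight again at 37 deg C. Yellow fluorescence (Ex 488/Em 500-530) reported blocked Vif-mediated A3F-eYFP degradation.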
GRP78 ERSR act: qHTS for Inducers of the Endoplasmic Reticulum Stress Response (ERSR) in Human Glioma: qHTS | U87-MG GRP78 promoter luciferase reporter, 16 h | Potency, µM, for the others: top-dose activation, most hits filed as activators | 0.02% of 420,000 active; further: potency means the concentration at half of the fitted maximal effect; series mostly up to about 76 µM; % of control where 0% means no effect; nearly all actives have a fitted effect of over 35% in size
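Stably transfected U87-MG glioma cells carrying a GRP78-based luciferase sensor; 16 h compound incubation. Luminescence end-point read 10 min after Bright-Glo addition at room temperature.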
rTrxR1 inhibitor: qHTS Assay for Inhibitors of Mammalian Selenoprotein Thioredoxin Reductase 1 (TrxR1): qHTS. Thioredoxin reductase 1, cytoplasmic (Rattus norvegicus), O89049. recombinant rTrxR1, NADPH fluorescence consumption, selenite substrate. Potency, µM (top dose mostly 114 µM), for inactives: at the top dose activity change, negative = inhibition, actives largely listed as inhibitors. 1% of 390,000 active. AID 588453, 2011; further: potency means the concentration at half of the fitted maximal effect; on the % scale 0 is the no-effect control and ±100 the full control effect; nearly all actives have a fitted effect of over 65% in size
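Rat TrxR1 (90 nM in the dispensed reagent) was pre-reduced with 400 uM NADPH for 5 min at room temperature, then incubated with compound for 15 min. After 400 uM selenite was added, NADPH fluorescence (Ex 340/Em 450 nm) was followed for 8 min.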
Starred values were filed as active, the others as inactive; u = inconclusive; x = not tested or not shown; & = joins results of further samples; [ ] = dose if it differs, or a comment. Unless noted, the call rests on the fitted dose curve; in most records, active means well fitted curve in the direction sought with a large enough effect; inconclusive means small, poorly fitted or top-dose-only effect, or another doubt; inactive means no such curve, though single readings can be large; an effect the other way counts as inactive or inconclusive. These rows are one share of the data (hit frequency here may not be typical).

SMILES	RGS4 inhibitor	USP1 inh	TrxR1 substrate	LDHA inh	Vif-APOBEC3G blk	IDH1 R132H inh	Vif-A3F inh	GRP78 ERSR act	rTrxR1 inhibitor
CCCS(=O)(=O)N1CCCC(C(=O)NC(C)c2ccc3c(c2)OCCO3)C1 (stereo not given)	-16%	-25%	1%	-6	-1%	6%	4%	-4%	2%
Cc1ccc(-c2ccc(=O)n(Cc3ccc(F)cc3Cl)n2)cc1	-11%	-14%	10%[57.1 µM]	-4	-7%	0%	9%	-5%	5%[57.1 µM]
COc1cccc(C(=O)N2CC(=O)Nc3ccc(C)cc3C2c2ccc(F)cc2)c1OC (stereo not given)	-13%	u	7%[2.29 µM]	-8	-6%	0%	4%	-3%	-1%
CC(C)CNC(=S)NC1CC2CCCC(C1)N2Cc1ccco1 (stereo not given)	9%	-9%	9%	-8	0%	-2%	-12%	0%	6%
COc1ccccc1N(Cc1cc2ccc(C)cc2[nH]c1=O)C(C)=O	-10%	-19%	6%	-2	5%	4%	3%	-1%	11%
CN(C)c1ccc(C(=O)NC2CCCc3ccccc32)cc1 (stereo not given)	3%	-16%	1%	1	-12%	9%	12%	0%	23%
CCOc1ccccc1NC(=O)CC1Nc2cc(C)c(C)cc2NC1=O (stereo not given)	-10%	-3%	4%	-6	-25%	-1%	-4%	-8%	6%
O=C1NC(=O)/C(=C/c2cccc3ccccc23)S1	18%	-6%	-6%	-12	4%	-5%	4%	6%	6%
COCCN(C(=O)CCl)C(C(=O)NC1CCCCC1)c1ccccc1C (stereo not given)	6%	1%	3%	-14	-25%	-1%	-1%	-13%	28µM*
Cc1nc(Nc2nc(CSc3ccc(Cl)cc3)cc(=O)[nH]2)nc2ccccc12	-39%	-15%	1%	-8&-5	2%	1%	-26%	-4%	3%
COc1ccc(/C=c2/sc3n(c2=O)NC2(c4ccccc4)N(C)C(=O)N(C)C2(c2ccccc2)N=3)cc1 (stereo not given)	-21%	-4%	8%[57.1 µM]	-2	-7%	-1%	1%	-3%	2%[57.1 µM]
CCN(CC(=O)Nc1ccc(Br)cc1)CC(=O)Nc1cc(C)on1	11%	0%	-8%	-2	0%	-3%	-4%	-1%	-35%
COc1ccc(-n2nc(C(=O)NCc3cc(OC)ccc3OC)c3c4ccccc4n(C)c3c2=O)cc1	12%	-8%	1%	-4	-2%	0%	2%	-4%	-6%
Cc1ccnc(NC(=O)C(Cc2ccccc2)NC(=O)c2ccccc2)c1 (stereo not given)	5%	-16%	-5%	-2	0%	10%	10%	-2%	13%
O=C(O)C1CCCCC1C(=O)Nc1ccc(OCc2ccccc2)cc1 (stereo not given)	-4%	-19%	-2%	-2	0%	3%	5%	-1%	16%
Cc1cccc(N(CC(=O)NC(C)(C)C)C(=O)CS(=O)CC(=O)Nc2ccc3c(c2)OCO3)c1 (stereo not given)	10%	-26%	3%	1	-1%	-4%	-3%	0%	9%
CC(=O)Nc1nc(-c2ccccc2)nc(C)c1C(C)=O	-4%	-4%	-4%	1	1%	1%	5%	0%	3%
CCCCc1ncc(CN2CCC(CC3CCCCO3)(C(=O)OCC)CC2)[nH]1 (stereo not given)	11%	-30%	5%	1	-6%	-2%	0%	4%	18%
c1ccc(-c2nnc(-c3ccccc3)o2)cc1	15%	-11%	7%	-2	-1%	10%	-2%	-4%	7%
O=C(O)/C=C/C(=O)Nc1ccc(Cc2ccc(NC(=O)/C=C/C(=O)O)cc2)cc1	-2%	-8%	1%[57.1 µM]	0	-1%	-1%	-2%	-4%	-2%[57.1 µM]
O=S(=O)(c1ccc(S(=O)(=O)n2cnc3ccccc32)cc1)N1CCCCCC1	11%	-20%	10%	-10	0%	0%	0%	-1%	32%
COc1ccccc1N(CC(=O)N/N=C(\C)c1cccc(Br)c1)S(C)(=O)=O	-8%	-12%	-12%	-2	1%	-1%	2%	-3%	-16%
CCC(=O)N(Cc1ccc(S(N)(=O)=O)cc1)C1CC(=O)N(c2ccc(OC)cc2)C1=O (stereo not given)	-13%	-10%	1%	-6	0%	0%	-1%	-3%	u
COCCCn1c(=O)/c(=C\c2ccccc2OC(C)C)s/c1=C(/C#N)C(=O)Nc1ccc(C(=O)O)cc1	-12%	-14%	-11%	-2	u	u	u	2%	-12%
CCOc1ccc(CN2CCNC(=O)C2CC(=O)NCCc2nc(C)c3c(n2)CCC3)cc1 (stereo not given)	-24%	-27%	5%	-2	1%	-8%	-13%	-5%	-1%
SMILES	RGS4 inhibitor	USP1 inh	TrxR1 substrate	LDHA inh	Vif-APOBEC3G blk	IDH1 R132H inh	Vif-A3F inh	GRP78 ERSR act	rTrxR1 inhibitor
Cc1cc(C)nc(SCc2cc(=O)c(OC(=O)c3ccc(S(=O)(=O)N4CCCC4)cc3)co2)n1	-18%	-4%	4%	-5	3%	-4%	6%	-4%	16µM*
Cc1cc(OC(C)C(=O)NCc2cccnc2)c2c(C)c(Cc3ccccc3)c(=O)oc2c1 (stereo not given)	-30%	-31%	7%	-3	-6%	0%	6%	-5%	-1%
CC(C)(C)C1C=C(Sc2ccccc2)C(=O)O1 (stereo not given)	16%	3%	-1%	1	-1%	2%	-15%	-1%	9%
COc1ccccc1OCC(=O)Nc1ccc2c(c1)OCCO2	-20%	-21%	0%[57.1 µM]	7	-5%	10%	2%	4%	7%[57.1 µM]
O=C(Nc1ccc(F)cc1)c1cncs1	27%	-10%	11%[57.1 µM]	-12	0%	-2%	-2%	-2%	17%[57.1 µM]
CCCNC(=O)C1CCC(CNS(=O)(=O)c2ccc3c(c2)N(C(C)=O)CCO3)CC1 (stereo not given)	-13%	-18%	6%	-8	-4%	-8%	2%	1%	9%
O=C(Nc1ccccc1)N(CCN1CCOCC1)Cc1ccccc1F	-23%	-14%	3%	-1	0%	1%	x	-5%	-1%
O=C(CCSc1nc(-c2ccco2)cc(C(F)(F)F)n1)Nc1ccc2c(c1)OCO2	16%	-13%	-2%	3	0%	3%	0%	-1%	12%
CCSc1ncc(Cl)c(C(=O)Nc2sc3c(c2C(=O)NCCCOC)CCCC3)n1	23%	7%	13%[0.457 µM]	-8&-3	1%&1%	-2%	u	-3%&-3%	19%&-11%
COc1ccc(Cn2ccc3nc(C)c(C(=O)N4CCN(c5ccccc5F)CC4)cc3c2=O)cc1	19%	2%	3%[57.1 µM]	-3	3%	-1%	2%	-3%	12%[57.1 µM]
COc1nc(NC2CCCCC2)nc(NC(C)(C)C)n1	11%	-2%	-5%[57.1 µM]	7	-5%	2%	-5%	2%	-12%[57.1 µM]
COc1cc(OC)cc(-c2oc(=O)c3cc(OC)c(OC)cc3c2C#CCCO)c1	2%	-8%	61%	1	-8%	0%	0%	0%	6%[57.1 µM]
O=c1[nH]c(=O)n(C(c2ccccc2)(c2ccccc2)c2ccccc2)cc1N(CCO)CCO	-19%	-6%	10%[57.1 µM]	0	-20%	3%	10%	-1%	7%[11.4 µM]
Nc1c(C(=O)NCc2ccco2)sc2nc3c(cc12)C(=O)CCC3	-33%	-26%	-4%	23	-2%	7%	0%	3%	u
Cc1ccccc1-n1nc(C)c2cc(C(=O)N3CCN(S(=O)(=O)c4ccc(F)cc4)CC3)sc21	-4%	-15%	5%	-4	2%	-2%	-1%	-3%	20%
CCOC1(C(F)(F)F)NC(=O)N(Cc2ccc(OC)cc2)C1=O (stereo not given)	u	-22%	-3%[57.1 µM]	-1	0%	-2%	8%	-2%	11%
COCCCC1CCN(C(=O)C2CCC(=O)N(C3CCCCCC3)C2)CC1 (stereo not given)	-29%	-13%	8%	2	-1%	9%	-22%	-5%	18%
CCn1cc(CN2CCC(n3nccc3NC(=O)CCCc3ccccc3)CC2)c(C)n1	-16%	-15%	6%	-2	0%	3%	-6%	-4%	18%
O=C(Nc1ccc(F)c(F)c1)c1oc2ccccc2c1NC(=O)C1CCCO1 (stereo not given)	27%	-18%	105%	-8	1%	-14%	2%	-1%	8%[57.1 µM]
COC(=O)c1ccc(-c2nc(O)c(C)s2)cc1	u	-23%	11%	-2	-11%	23%	0%	1%	13%
O=C(c1cccnc1Nc1ccccc1F)N1CCOCC1	17%	-15%	-3%[57.1 µM]	-5	-3%	-2%	28%	-1%	1%[57.1 µM]

Copied from the list.
`COc1cccc(C(=O)N2CC(=O)Nc3ccc(C)cc3C2c2ccc(F)cc2)c1OC` (stereo not given) in GRP78 ERSR act is listed with -3%
`COc1cc(OC)cc(-c2oc(=O)c3cc(OC)c(OC)cc3c2C#CCCO)c1` in RGS4 inhibitor is listed with 2%
